ULK1 inh: blocks human autophagy kinase ULK1; O75385; inhibition, % at 5.96 µM; 1.9% of 30,000 active; AlphaScreen Atg13 phosphorylation by ULK1, luminescence; in the data active = inhibition above about 43%;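 note: 0% = median of compound wells and 100% = no enzyme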
ASK1 inh: human ASK1 kinase inhibition, primary screen | Q99683 | AlphaScreen MKK6 phosphorylation by ASK1, luminescence | inhibition, % at 7.44 µM | 0.99% of 22,000 active; in the data active = inhibition above about 35%;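 note: 0% = median of compound wells and 100% = no enzyme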
Target sequence (Q99683 whole entry, looked up): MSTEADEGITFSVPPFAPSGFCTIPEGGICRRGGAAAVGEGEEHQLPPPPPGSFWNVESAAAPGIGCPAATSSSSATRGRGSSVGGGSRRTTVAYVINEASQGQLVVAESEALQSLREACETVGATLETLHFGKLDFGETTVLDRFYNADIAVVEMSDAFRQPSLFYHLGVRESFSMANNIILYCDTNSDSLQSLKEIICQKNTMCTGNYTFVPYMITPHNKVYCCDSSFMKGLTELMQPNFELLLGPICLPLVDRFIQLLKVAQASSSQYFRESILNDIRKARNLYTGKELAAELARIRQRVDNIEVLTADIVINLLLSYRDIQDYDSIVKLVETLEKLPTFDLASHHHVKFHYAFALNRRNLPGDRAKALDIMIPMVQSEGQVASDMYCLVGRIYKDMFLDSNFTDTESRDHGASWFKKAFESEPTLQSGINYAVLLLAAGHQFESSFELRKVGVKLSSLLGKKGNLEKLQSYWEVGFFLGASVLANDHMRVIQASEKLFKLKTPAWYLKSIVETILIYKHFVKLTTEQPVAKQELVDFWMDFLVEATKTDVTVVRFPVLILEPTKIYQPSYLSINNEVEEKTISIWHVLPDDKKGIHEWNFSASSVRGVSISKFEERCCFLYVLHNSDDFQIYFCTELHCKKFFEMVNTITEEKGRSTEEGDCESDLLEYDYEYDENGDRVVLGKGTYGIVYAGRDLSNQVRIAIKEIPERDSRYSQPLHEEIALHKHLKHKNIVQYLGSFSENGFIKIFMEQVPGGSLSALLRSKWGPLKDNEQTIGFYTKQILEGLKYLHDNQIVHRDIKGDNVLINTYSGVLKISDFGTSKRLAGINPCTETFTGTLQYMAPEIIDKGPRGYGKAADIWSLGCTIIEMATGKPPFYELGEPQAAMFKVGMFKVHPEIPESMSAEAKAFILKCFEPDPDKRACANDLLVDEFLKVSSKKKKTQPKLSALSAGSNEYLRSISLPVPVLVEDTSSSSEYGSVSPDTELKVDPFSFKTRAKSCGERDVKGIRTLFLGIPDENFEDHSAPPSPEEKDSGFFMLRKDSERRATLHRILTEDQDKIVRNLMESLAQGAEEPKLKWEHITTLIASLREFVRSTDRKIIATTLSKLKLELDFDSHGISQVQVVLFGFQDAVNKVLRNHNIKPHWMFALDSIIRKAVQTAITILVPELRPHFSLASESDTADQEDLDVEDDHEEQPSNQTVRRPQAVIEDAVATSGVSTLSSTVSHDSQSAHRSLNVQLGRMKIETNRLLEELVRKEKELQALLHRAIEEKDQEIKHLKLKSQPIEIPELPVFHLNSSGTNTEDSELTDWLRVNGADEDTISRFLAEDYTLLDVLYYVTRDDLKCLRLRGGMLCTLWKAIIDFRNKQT
An asterisk follows results filed as active; . = no result given.

SMILES	ULK1 inh	ASK1 inh
N[C@@H](Cc1cccc2ccccc12)c1nc2ccc(-c3ccncc3)cc2[nH]1	-9	-2
COc1cc(Nc2ccnc(Nc3ccncc3)n2)cc(OC)c1OC	15	12
COc1ccc(-c2nc(C(=O)NCc3cccnc3)cs2)cn1	-16	-6
CCN(CC)c1nc(NCCCN2CCCC2=O)nc(NC2CCC(O)CC2)n1 (centres undefined)	-5	-8
CC(=O)c1cccc(-c2cncc(C(=O)NCc3nc4ccccc4[nH]3)c2)c1	-10	-8
C#CCN1CCN(c2c(NC(=O)c3ccc(Br)o3)ccc(Cl)c2Cl)CC1	0	11
COc1cc(Nc2nc(NCCCN3CCCC3=O)c3ncn(CCN4CCCC4=O)c3n2)cc(OC)c1OC	9	-1
NS(=O)(=O)c1ccc(Nc2nccc(N[C@H]3CCCNC3)n2)cc1	3	10
Cc1cnc(NC2CCC(O)CC2)nc1NCCc1ccc(O)cc1 (centres undefined)	1	0
O=C(Nc1ccc(N2CCOCC2)cc1)c1ccnc(-c2ccc(C(=O)NC3CC3)cc2)c1	0	6
CC(=O)c1cccc(-c2nc3ccc(C(=O)Nc4ccc(Oc5ccccc5)cc4)cc3s2)c1	-14	21
CN1CCN(c2c(F)cc3c(=O)c(C(=O)O)cn4c3c2OCN4C)CC1	-2	.
Cc1cncc2c(S(=O)(=O)N3CC[C@@H](NC(=O)[C@@H](C)O)C3)cccc12	2	6
FC(F)(F)c1ccc(Cn2cnc3c(NCc4cccnc4)nc(Nc4ccc5ncccc5c4)nc32)cc1	9	-8
COc1cc(Nc2nc(C(=O)NC3CC3)cs2)cc(OC)c1OC	-6	-7
COc1cc(Nc2nccc(Nc3ccccc3)n2)cc(OC)c1OC	11	9
CCN(CC)c1nc(NCCO)nc(Nc2ccc(-n3ccnc3)cc2)n1	0	-7
CCCn1c(=O)c(C(=O)Nc2c(C)n(C)n(-c3ccccc3)c2=O)c(O)c2ccccc21	-4	.
O=C(NC1CC1)c1ccc(-c2ccc(C(=O)NCc3ccccc3)s2)cc1	1	13
CC(C)N(CCNC(=O)c1ccc2nc(Nc3ccncn3)sc2c1)C(C)C	12	-17

Some of the entries so far, with values under each structure:
The line under a structure holds: ULK1 inh | ASK1 inh
COc1cc(Nc2ccnc(Nc3ccncc3)n2)cc(OC)c1OC
→ 15 | 12
COc1ccc(-c2nc(C(=O)NCc3cccnc3)cs2)cn1
→ -16 | -6
CCN(CC)c1nc(NCCCN2CCCC2=O)nc(NC2CCC(O)CC2)n1 (centres undefined)
→ -5 | -8
CC(=O)c1cccc(-c2cncc(C(=O)NCc3nc4ccccc4[nH]3)c2)c1
→ -10 | -8
C#CCN1CCN(c2c(NC(=O)c3ccc(Br)o3)ccc(Cl)c2Cl)CC1
→ 0 | 11
COc1cc(Nc2nc(NCCCN3CCCC3=O)c3ncn(CCN4CCCC4=O)c3n2)cc(OC)c1OC
→ 9 | -1
NS(=O)(=O)c1ccc(Nc2nccc(N[C@H]3CCCNC3)n2)cc1
→ 3 | 10

Further results follow.
SMILES	ULK1 inh	ASK1 inh
O=C(O)c1cc2cc(Cc3cccnc3)ccc2o1	-1	.
O=C(NCCO)c1cnc(-c2ccc(N3CCOCC3)nc2)s1	1	3
Cc1ncn(-c2ccc(Nc3nccc(-c4c(C)noc4C)n3)cc2)n1	-1	4
Cc1cnc(Nc2ccncc2)nc1NCCOc1ccccc1	50*	6
CN1CCCC(NC(=O)c2cccc(-n3cc(Nc4nnnn4-c4ccccc4Cl)cn3)c2)C1 (centres undefined)	-13	-2
O=C(Cc1ccccc1)Nc1nnc2n1CCCS2	11	.
O=C1CCCN1CCCNc1nc(Cl)nc2c1ncn2-c1ccsc1	11	8
O=C(NCCc1ccc(O)cc1)c1ccc2nc(N3CCN(Cc4ccc5c(c4)OCO5)CC3)sc2c1	20	26
COc1cccc(CN(CCCN(C)C)C(=O)Nc2ccc(-c3cn[nH]c3)cc2OC)c1	-10	-8
O=[N+]([O-])c1cc(Cl)ccc1S(=O)(=O)Nc1ccc2ccccc2c1	19	.
O=C(NCc1ccccc1)c1ccc(-c2ccc(N3CCOCC3)nc2)s1	-7	21
COc1ccc(C)cc1NC(=O)Nc1cnn(-c2cccc(C(=O)Nc3cc(OC)c(OC)c(OC)c3)c2)c1	-5	-18
O=C(NCc1ccccc1)c1ccnc(NCCN2CCOCC2)c1	-6	-20
O=C(Nc1ccccc1)c1cnc(Nc2ccccc2)s1	-4	-3
c1ccc2c(Nc3nc(NCc4nc5ccccc5[nH]4)c4[nH]cnc4n3)nccc2c1	14	1
Oc1ccc(CCNc2nc(N3CCN(c4ccccn4)CC3)nc3nc[nH]c23)cc1	-6	16
CNCCCC12CCC(c3ccccc31)c1ccccc12	-10	.
OC1CCC(Nc2nc(Nc3ccccc3)c3ncn(-c4ccsc4)c3n2)CC1 (centres undefined)	23	9
CN1CCN(C(=O)c2ccc(-c3cccc(C(=O)Nc4ccc(N5CCOCC5)cc4)n3)cc2)CC1	6	3
COc1cc2nc(-c3ccc(N4CCOCC4)nc3)nc(N)c2cc1OC	-2	0
Nc1nc(NC2CC2)cc(N2CCc3ccccc3C2)n1	8	4
COc1ccc(CCNC(=O)C2CCN(c3ccc(Nc4cccc(N(C)C)c4)nn3)CC2)cc1	2	4
Cc1nc(-c2cncc(Br)c2)cc(N2CCc3ccccc3C2)n1	-7	.
O=C(NCCc1ccccc1)NCc1nnnn1-c1ccc(F)cc1	-4	.
CCCNC(=O)Cc1cn(-c2ccc(Nc3ccc(C(F)(F)F)cc3)nn2)c2ccccc12	-1	0
COc1cc(NC(=O)c2csc(-c3ccccc3)n2)cc(OC)c1OC	0	9
Oc1ccc(CCNc2cc(NCc3ccc4c(c3)OCO4)ncn2)cc1	3	5
OCCCNc1cc(-c2cccnc2)nc(-c2ccccc2)n1	-10	.
CC(C)N(CCNc1nc(Nc2nccc3ccccc23)nc2c1ncn2C1CCCCC1)C(C)C	7	-18
COc1cccc2cc(C(=O)N(CCCN(C)C)c3nc4cc(C)cc(C)c4s3)oc12	-152	.
O=C(NCCc1ccc(O)cc1)c1ccc(-c2csc3ccccc23)s1	-18	-4
COc1ccc(/C=C(/C#N)C(=O)Nc2cccc(C(F)(F)F)c2)cc1OC	-14	.
O=C(Nc1ccccc1F)C1CCCCC1	6	.
COc1cccc(C2N(C)c3ccccc3N2C)c1OC	0	.
c1ccc(OCCNc2nc(-c3cccs3)nc3c2ncn3-c2ccccc2)cc1	-4	0
O=C(NCCN1CCOCC1)C1CCN(c2ccc(Nc3ccncn3)nn2)CC1	2	-12
O=C(NCc1nc(-c2ccncc2)n[nH]1)c1cc2ccccc2s1	1	-2
Cn1nccc1Nc1nc(NCCCN2CCCC2=O)c2ncn(CCN3CCCC3=O)c2n1	0	8
CN1CCN(CCNC(=O)c2cccnc2-n2ncc3cc(Nc4c(Cl)cccc4Cl)ccc32)CC1	32	-15
COc1cc2nc(NCc3cccnc3)nc(NCc3cccc(C(F)(F)F)c3)c2cc1OC	-34	-13
Cn1cc(-c2ccc3cnc(Nc4ccc(C(=O)N5CCOCC5)cc4)nc3c2)cn1	73*	-3
FC(F)(F)c1cccc(CNc2ncnc3nc(Nc4ccc(-n5ccnc5)cc4)[nH]c23)c1	-9	1
Cc1c(C(=O)O)cccc1-n1c(C)cc(C=O)c1C	-6	.
CC(C)n1cnc2c(NCCOc3ccccc3)nc(Nc3nc4ccccc4n3C)nc21	-18	14
O=C(Nc1ccc(-c2cn[nH]c2)cc1)C1CNC[C@H]1c1cccc(F)c1 (some centres undefined)	-7	-24
O=C(Nc1ccccc1)C1CCN(c2ccc(Cl)nn2)CC1	6	2
CC(=O)Nc1ccc(NC(=O)c2ccnc(N3CCN(c4ccccn4)CC3)c2)cc1	2	15
c1cncc(CNc2nc(N3CCC(N4CCOCC4)CC3)nc3nc[nH]c23)c1	15	7
O=C1CCCN1CCCNc1nccc(Nc2ccc(N3CCOCC3)cc2)n1	8	13
C=CCC1C(C)=NN(C(=O)c2cccc(Br)c2)C1(C)O (centres undefined)	0	.
Oc1cccc(Nc2nc(N3CCOCC3)c3ccccc3n2)c1	-18	.
O=C(NCc1nc2ccccc2[nH]1)c1ccnc(-c2csc3ccccc23)c1	2	-11
FC(F)(F)c1ccc(Cn2cnc3c(NCCN4CCOCC4)nc(NCCN4CCOCC4)nc32)cc1	-34	7
COc1ccc(CCNc2nc(NCc3ccc4c(c3)OCO4)nc3nc[nH]c23)cc1	-33	-8
Cc1cnc(NCCCN2CCCC2=O)nc1NCCN(C(C)C)C(C)C	-3	-16
COc1cc(Nc2cccc(C(=O)NCc3cccc(C(F)(F)F)c3)n2)cc(OC)c1OC	-12	3
N#Cc1ccc(C(=O)NCc2nc(-c3ccncc3)n[nH]2)cc1	2	6
CCN(CC)C(=O)c1cccc(OC)c1	5	.
N#Cc1cccc(CC(=O)Nc2cnn(-c3cccc(C(=O)Nc4ccc(N5CCOCC5)cc4)c3)c2)c1	-1	-8
FC(F)(F)c1cccc(CNc2nc(Cl)nc3c2ncn3C2CCCCC2)c1	-12	-4

Reprinted at random: 7 compounds from above.
SMILES	ULK1 inh	ASK1 inh
Oc1cccc(Nc2nc(N3CCOCC3)c3ccccc3n2)c1	-18	.
N#Cc1cccc(CC(=O)Nc2cnn(-c3cccc(C(=O)Nc4ccc(N5CCOCC5)cc4)c3)c2)c1	-1	-8
CCN(CC)C(=O)c1cccc(OC)c1	5	.
COc1cc(Nc2cccc(C(=O)NCc3cccc(C(F)(F)F)c3)n2)cc(OC)c1OC	-12	3
FC(F)(F)c1ccc(Cn2cnc3c(NCCN4CCOCC4)nc(NCCN4CCOCC4)nc32)cc1	-34	7
c1cncc(CNc2nc(N3CCC(N4CCOCC4)CC3)nc3nc[nH]c23)c1	15	7
Cn1cc(-c2ccc3cnc(Nc4ccc(C(=O)N5CCOCC5)cc4)nc3c2)cn1	73*	-3

(list continues)
SMILES	ULK1 inh	ASK1 inh
CN(C)C(=O)c1cc(-c2cn[nH]n2)ccc1NC(=O)C1COc2ccccc2C1 (centres undefined)	-6	18
CCN(CC)c1nc(Nc2cc(OC)c(OC)c(OC)c2)nc(N2CCC(N3CCOCC3)CC2)n1	-12	-1
CCN(CC)c1cc(-c2ccccc2F)nc(-c2ccccn2)n1	-18	.
Cc1cc(NCCN(C(C)C)C(C)C)nc(Nc2ccc(C(F)(F)F)cc2)n1	-32	-5
NC(C(=O)Nc1ccc(-c2ccnc3[nH]ccc23)cc1)c1ccc(Cl)cc1 (centres undefined)	-22	-20
O=C(CN1CCC2(CC1)NC(=O)N(Cc1ccccc1)C2=O)N1CCOCC1	-2	.
Cc1nc2ccc(-c3cnn(-c4ccc(N5CCOCC5)cc4)c3)cc2c(=O)n1C	2	-1
COc1ccc(CCNc2nc(Nc3ccncc3)ncc2C)cc1	18	3
CN(C)CCNc1onc(-c2ccnc(Nc3ccc(N4CCOCC4)cc3)c2)c1-c1ccc(F)cc1	14	33
COc1ccc(-c2ccc(C(=O)Nc3cc(OC)c(OC)c(OC)c3)s2)cc1	-1	21
COc1cc(Nc2nc(N3CCc4ccccc4C3)nc3c2ncn3C2CCCCC2)cc(OC)c1OC	-1	21
O=C(c1nc2ccc(F)cc2[nH]1)N1CCC(c2nc(-c3ccncc3)no2)CC1	-1	-9
COc1cc2nc(Nc3ccc(C(F)(F)F)cc3)nc(Nc3cc(OC)c(OC)c(OC)c3)c2cc1OC	-18	-1
Cc1cnc(Nc2ccncn2)nc1NCCCN1CCCC1=O	3	-1
O=C(Nc1ccc2[nH]ncc2c1)[C@@H](O)c1ccc(Br)cc1	11	3
CN1CCC(Oc2cc(-c3cn[nH]c3)ccc2NC(=O)[C@](C)(O)c2ccc(Br)cc2)CC1	-14	-11
O=C(N/N=C/c1ccccc1O)C(=O)Nc1cccc(C(=O)O)c1	-6	.
Cc1cc(NCc2cccc(C(F)(F)F)c2)nc(-c2cccs2)n1	-19	0
COc1ccc(CCNc2cc(N3CCN(Cc4ccc5c(c4)OCO5)CC3)ncn2)cc1	-20	-10
O=C(COc1ccc(F)cc1)NCCc1csc(-c2ccc(F)cc2)n1	-20	.
CC(C)N(CCNc1nc(-c2ccccc2)nc2c1ncn2C(C)C)C(C)C	-3	-6
CN1CCCC(Oc2ccnc(C(=O)Nc3ccc4[nH]ncc4c3)c2)C1 (centres undefined)	-1	7
c1cnc2ccc(Nc3nc(NCCN4CCOCC4)c4ncn(-c5ccsc5)c4n3)cc2c1	5	25
Nc1nc2c(c(=O)[nH]1)N(C=O)C(CNc1ccc(C(=O)N[C@@H](CCC(=O)O)C(=O)O)cc1)CN2 (some centres undefined)	2	.
CCC(=O)c1ccc2c(c1)N(CCCN(C)C)c1ccccc1S2	9	.
CC(=O)c1cccc(-c2ccc(C(=O)NCCCN3CCCC3=O)s2)c1	-8	-17
COc1ccc(Nc2nc(C(=O)N3CCN(C)CC3)cs2)cc1	-1	.
CCOc1ccccc1NS(=O)(=O)c1ccc2c(c1)OCCCO2	8	.
Cc1noc(C)c1-c1cccc(C(N)=O)n1	22	0
FC(F)(F)c1cccc(CNc2nc(N3CCC(N4CCOCC4)CC3)nc3nc[nH]c23)c1	-18	0
CC(=O)c1cccc(-c2nc(NCc3nc4ccccc4[nH]3)c3ncn(CCN4CCCC4=O)c3n2)c1	1	-14
COc1ccccc1CNC(=O)c1sc2nc(-c3ccc(F)cc3)cn2c1C	-1	.
